HEK293 NOD2/NF-kB – inhibition of NOD2-driven NF-kB reporter – cell-based, luminescence, uHTS, HEK293 (AID 1566). 290,000 compounds, 0.63% hits. inhibition, % at 4 µM; hits with a dose series show EC50 in µM. HEK293 NOD2/NF-kB luciferase reporter, luminescence; higher % means a stronger effect; also: many of its hits are not listed in these tables
LYP phosphatase – inhibitors of LYP phosphatase, biochemical, fluorescence intensity, uHTS (AID 1779). inhibition, % at 11.5 µM, or IC50 in µM where a hit was titrated. recombinant LYP phosphatase, fluorescence intensity; higher % means a stronger effect. 290,000 compounds, 0.054% hits;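 also: plate controls were vehicle with enzyme for no effect and no enzyme for full effect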
Lipid droplet – hepatic lipid droplet formation modulation; AML12 mouse hepatocytes, oleate lipid droplets, BODIPY imaging; inhibition, % at 6.5 µM; 240,000 compounds, 0.4% hits;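 active = lipid droplet intensity inhibited by at least 50%, with more than 500 cells counted; inconclusive = wells with under 300 cells, treated as cytotoxic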
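Material – mouse AML12 hepatocyte cell line, fixed after treatment · Compound dosing – one dose, 6.5 µM compound · Times – compound with oleate, overnight · Measured by – Image-based BODIPY and DAPI two-channel analysis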
XIAP antagonists – small molecules displacing peptide from XIAP – biochemical, IAP family, fluorescence polarization (AID 1018); XIAP BIR domain, fluorescence polarization peptide displacement; higher % means a stronger effect; displacement, % at 20 µM, or IC50 in µM where a hit was titrated; 200,000 compounds, 0.007% hits; in the data active = displacement above about 50%; also: a part of the inactive calls stands beside numbers as strong as those of hits
M17LAP inhibition – P. falciparum M17LAP inhibitors, primary screen, biochemical, fluorogenic H-Leu-NHMec substrate, 1536-well (AID 1619) | 220,000 compounds, 0.38% hits | inhibition, % at 30 µM; hits with a dose series show IC50 in µM | recombinant M17LAP, H-Leu-NHMec fluorogenic kinetic assay; higher % means a stronger effect;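 active = compound inhibiting the enzyme by more than half at any dose during confirmatory dose-response retesting; inconclusive = strong single-dose inhibitors picked by rank but not retested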;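 also: plate controls were full reaction with DMSO carrier for no effect and no enzyme background for full effect; strong numbers were not always called active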
P. falciparum M1AAP – malaria alanyl aminopeptidase activity blockers – biochemical, fluorogenic H-Leu-NHMec substrate, 1536-well (AID 1445); recombinant M1AAP, H-Leu-NHMec fluorogenic kinetic assay; higher % means a stronger effect; inhibition, % at 30 µM, or IC50 in µM where a hit was titrated; 220,000 compounds, 0.42% hits;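 active = primary inhibition above the hit cutoff, then over 50% inhibition at one or more dose response concentrations, cut at about 23% in these data, passing the limit was not always enough; inconclusive = conflicting primary data, or primary hits not chosen for dose response; inactive = low primary inhibition, or under 50% at every dose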;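 also: plate controls were DMSO full reaction for no effect and no enzyme background for full effect; strong numbers were not always called active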
SIAH1 antagonists – Siah-1 peptide-binding antagonists, primary screen, biochemical, fluorescence polarization, rhodamine-plectin, uHTS (AID 1817). Siah-1 / rhodamine-plectin peptide fluorescence polarization; higher % means a stronger effect. displacement, % at 20 µM; hits with a dose series show IC50 in µM. 290,000 compounds, 0.02% hits;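 active = displacement of at least 50% at 20 µM, with a fluorescence ratio check between 0.3 and a set limit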;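 also: plate controls were Siah plus tracer with DMSO for no effect and tracer alone without Siah for full effect; strong numbers were not always called active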
AID2073 – inhibitors of Mint1-CaV2.2 protein interaction, biochemical, HTRF (AID 2073). inhibition, % at 20 µM; hits with a dose series show IC50 in µM. 290,000 compounds, 0.19% hits. HTRF protein-protein interaction, Mint1-CaV2.2; higher % means a stronger effect; in the data active = inhibition mostly above about 51%, no sharp cut-off; inconclusive = no clear call, values can overlap the other calls; inactive = mostly below about 53%; also: some results filed as inactive read as strong as hits
ER stress rescue – rescue of cells from ER stress-induced death, primary screen, 384-well, CSM14.1, thapsigargin, ATP luminescence (AID 1222); CSM14.1 thapsigargin-induced death rescue, ATP luminescence; higher % means a stronger effect; cellular ATP content (survival), % at 20 µM; hits with a dose series show EC50 in µM; 190,000 tested, under 10 active;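 active = EC50 below 50 µM in the dose-response confirmation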;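 also: death triggered by thapsigargin at about 15 µM added after 2 h compound pretreatment; cell ATP read after overnight thapsigargin exposure of roughly 18 to 22 hours; normalized against plate controls of thapsigargin alone and 5% DMSO vehicle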
Lipid droplet cells 6.5 µM – recorded beside Lipid droplet, whose call it bears; cell count; measured here: cell count, cytotoxicity flag;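 cells counted across two imaged fields per well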
The depositor's hits bear a star; ? = inconclusive; / = not tested or not shown. Rule as the data show it, unless noted: active = inhibition above about 50%; inactive = the rest. These rows are one share of the data; the hit share may differ from the screen's.

Value order: LYP phosphatase, SIAH1 antagonists, P. falciparum M1AAP, Lipid droplet cells 6.5 µM, AID2073, Lipid droplet, M17LAP inhibition, ER stress rescue, XIAP antagonists, HEK293 NOD2/NF-kB
COc1cc(OC)c(/C=N/n2c(C3CCCCC3)n[nH]c2=S)c(OC)c1
    -6%, 2%, /, /, -32%, /, /, /, /, 16%
COc1cccc(N=Cc2c[nH][nH]c2=O)c1
    -7%, 3%, -5%, /, -8%, /, 25%, -0.8%, -23%, -11%
O=C(CN1C(=O)C2CC=CCC2C1=O)Nc1nc2ccc(F)cc2s1 (stereo unspecified)
    0%, 2%, -3%, 708, 1%, -17, -1%, -1.1%, -11%, 2%
CN1C(=S)SC(N(O)C(=O)Nc2ccc(Cl)c(Cl)c2)C1(C)C (stereo unspecified)
    -5%, -3%, -1%, 765, -2%, 11, 14%, -4.6%, -2.0%, 20%
COc1ccc(NC(=O)CS(=O)CC(=O)Nc2cc(Cl)ccc2OC)cc1 (stereo unspecified)
    3%, 7%, 4%, 657, 1%, -2, 3%, -2.7%, -14%, 15%
COCCn1nnnc1C(c1ccc(OC)c(OC)c1)N1CCN(C(=O)c2ccco2)CC1 (stereo unspecified)
    -9%, 1%, /, 762, 2%, -1, /, /, /, -1%
Cc1ccc(-c2cccc(C3CC=CC4C3C(=O)N(Cc3ccccc3)C4c3ccc(C(F)(F)F)cc3)c2)cc1 (stereo unspecified)
    -3%, 6%, -1%, 702, 16%, -11, -2%, /, /, 22%
COc1ccc(OC(=O)c2cccc([N+](=O)[O-])c2)c(C(=O)/C=C/c2cccs2)c1
    0%, -2%, 0%, 781, -6%, 12, -7%, -1.3%, -1.5%, -7%
C=CCN(C(=O)CNC(=O)c1ccco1)C(C(=O)NC1CCCCC1)c1ccc(OC)cc1 (stereo unspecified)
    -1%, -2%, -1%, 760, -2%, -22, -4%, -0.6%, -4.8%, -2%
Cc1ccc2nc(SCC(=O)Nc3ccc4c(c3)CCC4)[nH]c2c1
    -3%, 0%, 3%, 726, -1%, 24, 0%, -3.3%, -2.2%, 20%
COc1ccc2cc(S(=O)(=O)Nc3ccccn3)ccc2c1
    -7%, 5%, /, 759, -4%, -3, /, /, /, -1%
CCCCC(=O)N1CCCC(c2nc(-c3cccc(OC)c3)no2)C1 (stereo unspecified)
    -8%, 10%, 4%, 676, -3%, 18, -3%, 10%, -3.1%, -61%
CN(C)CCCn1c(=S)[nH]c2ccccc2c1=O
    -5%, 11%, 2%, 633, 0%, -6, 6%, -0.3%, -12%, 17%
Cc1ccc(NC(=O)CCNC(=O)c2ccc(Cl)cc2)cc1C
    -5%, 3%, /, 810, 4%, 40, /, /, /, 11%
O=[N+]([O-])c1ccccc1/C=C/C=N/n1c(-c2ccco2)n[nH]c1=S
    -4%, -7%, 6%, 659, 7%, -1, -13%, -1.4%, -0.6%, -6%
Cc1cc(NC(=O)c2ccccc2)ncc1NC(=O)c1ccco1
    0%, 0%, 5%, 676, 4%, 8, 18%, -1.7%, 2.0%, -80%
Cn1c(=O)n(C)c2cc(NS(=O)(=O)c3ccc(Cl)s3)ccc21
    -8%, 19%, 3%, 694, 12%, 3, 1%, -3.4%, -5.1%, -1%
CC1(CCc2ccc3c(c2)OCO3)NCCc2c1[nH]c1ccccc21 (stereo unspecified)
    -6%, -6%, /, 851, -4%, -3, /, /, /, -2%
CC(=O)N1CCN(c2ccnc3cc(Cl)ccc23)CC1
    -7%, -4%, 3%, 770, 1%, 20, -1%, /, /, 19%
COc1ccc2cc(CN(C(=O)Nc3ccccc3)C3CCCC3)c(=O)[nH]c2c1
    -2%, 0%, 11%, /, 3%, /, 3%, -0.4%, -2.0%, 8%
COc1ccc(OCC(N)=O)cc1
    -4%, 0%, -20%, 670, 1%, -15, -3%, 0.5%, -10%, 1%
COCCCNC(=O)CN1C(=O)c2ccccc2C1=O
    -8%, 1%, 7%, /, -4%, /, 10%, -2.7%, -1.5%, 4%
CC1CN(CCc2ccccc2)c2nc3c(c(=O)[nH]c(=O)n3C)n2C1 (stereo unspecified)
    -10%, 2%, 2%, /, 0%, /, -1%, -1.1%, -7.5%, 17%
Cc1c(Cl)cccc1N(CC(=O)NC(C)c1ccccc1)S(C)(=O)=O (stereo unspecified)
    -10%, 5%, /, 774*, 4%, 58*, /, /, /, 5%
Cc1cc(=S)c2cccc(C)c2[nH]1
    -4%, 5%, 4%, 676, -18%, -9, 0%, -0.5%, -6.4%, 4%
COCCC1CCCCN1Cc1cn(-c2ccccc2)nc1-c1ccc2c(c1)OCO2 (stereo unspecified)
    -12%, -5%, 9%, 721, 16%, 1, 0%, 0.9%, -7.1%, 9%
CCOP(=O)(OCC)C(Nc1cccc(C(F)(F)F)c1)c1ccc(Br)cc1 (stereo unspecified)
    4%, 4%, -3%, 601, ?, 48, 5%, -1.7%, -7.6%, -14%
CC(C)=CCN1CCN(Cc2c[nH]c3ccccc23)CC1CCO (stereo unspecified)
    -8%, -6%, /, 821, -4%, -1, /, /, /, 2%
COc1ccc(C(CNC(=O)COc2ccc(C)c(C)c2)N2CCCCC2)cc1 (stereo unspecified)
    -8%, 2%, /, 808, 8%, -24, /, /, /, 14%
O=C(CN1N=C(c2ccccc2)CCC1=O)NCc1ccco1
    -6%, -4%, 6%, 576, 2%, -1, 6%, -1.7%, -4.8%, 10%
CC(C)(C)N1CC(C(=O)Nc2ccc(C#N)cc2)CC1=O (stereo unspecified)
    1%, 1%, /, 832, 0%, 6, /, /, /, 13%
CN(CC(=O)NCCc1ccccc1)Cc1ccco1
    -12%, -7%, /, 725, 2%, -11, /, /, /, -13%
COc1ccc(/C=C(/C(=O)NCc2ccccc2)c2ccccc2)cc1
    -2%, -3%, -2%, 535, 11%, -13, -2%, -1.5%, -7.2%, 18%
Cn1nc(C(F)(F)F)c(C(=O)Nc2ccc(F)cc2F)c1Cl
    -6%, 3%, 2%, 676, 12%, -4, -2%, 0.6%, -5.2%, 17%
CCCc1oc2c(c(=O)c1CC)C(=O)CC(C)(C)C2
    -8%, -2%, -3%, 555, 18%, -1, 6%, -2.7%, -2.7%, 9%
Nc1c(N=Nc2cccc(Cl)c2)c(=O)[nH]n1-c1ccccc1
    -6%, 5%, 2%, /, -2%, /, 3%, -1.6%, -1.6%, -23%
CC(=O)Nc1nc2cc3c(cc2s1)OCCO3
    1%, 2%, /, 724, 8%, -3, /, /, /, -60%
CSc1ccc(CNc2ncc(-c3cccc([N+](=O)[O-])c3)n2C)cc1
    -9%, 14%, /, 798, 2%, -5, /, /, /, 9%
CNC(=O)Nc1cccc(-c2ccnc(C)n2)c1
    5%, -1%, 1%, 744, 8%, -5, -4%, /, /, -3%
CC1CCc2sc(C(=O)OCC(=O)NCc3ccccc3)cc2C1 (stereo unspecified)
    -2%, -1%, 8%, 665, 10%, -25, 1%, -2.6%, -4.5%, 6%
O=C(Cn1c(C(F)(F)F)nc2ccccc21)NCCCN1CCOCC1
    -7%, 3%, 2%, 745, -7%, -12, -4%, 12%, -0.8%, 0%
C/C(CC(=O)Nc1ccc(Cl)cc1Cl)=N\NC(N)=S
    -9%, -2%, -7%, /, -5%, /, 25%, -2.0%, -5.7%, -1%
CC(C)NC(=O)/C(C#N)=C/c1ccc(N(C)C)o1
    3%, 3%, 10%, 726, -20%, 14, 48%, /, /, 7%
O=C(NCCc1ccccc1)C1CCCN1C(=O)Nc1ccccc1 (stereo unspecified)
    0%, -6%, /, 894, 4%, 11, /, /, /, 1%
COc1cccc(NC(=O)Cc2nnc(SCC(=O)NC(C)c3ccccc3)n2C)c1 (stereo unspecified)
    2%, 3%, 0%, 711, 33%, 15, 10%, -1.0%, -6.9%, -10%
Cc1cc(=O)n2nc(-c3ccccc3)sc2c1C#N
    -9%, 3%, -1%, /, 17%, /, -2%, 2.3%, -4.6%, -7%
CC(Cc1c[nH]c2ccccc12)C(=O)N1CCN(c2ccccc2F)CC1 (stereo unspecified)
    -6%, 6%, /, 407, -3%, -19, /, /, /, -4%
CC(CN1CCCC1)OC(=O)c1ccc(Cl)cc1 (stereo unspecified)
    -7%, 0%, /, 833, -4%, -6, /, /, /, -1%
CCOC(=O)N1CCN(C(=O)c2cc3ccc(OC)cc3[nH]2)CC1
    -7%, 9%, /, 835, 13%, 18, /, /, /, 10%
C[C@H](NC(=O)[C@H]1N2C(=O)c3ccccc3C2SC1(C)C)C(=O)N1CCC[C@H]1CO (stereo partly specified)
    -6%, 1%, /, /, 7%, /, /, /, /, 17%
CCc1sc(C(=O)NC)cc1Br
    -10%, 2%, 3%, 786, -3%, 2, 2%, 5.7%, -5.2%, -2%
Cc1ccc(C)c(N2CCN(C(=O)CCCn3c(=O)c4cccn4c4cccnc43)CC2)c1
    0%, 0%, /, 707, 13%, -35, /, /, /, 11%
COCCn1nnnc1C(c1ccc(OC)c(OC)c1)N1CCc2ccccc21 (stereo unspecified)
    -6%, -1%, 5%, /, -6%, /, -4%, -1.7%, -6.2%, 13%
CCC(CC)NC(=O)c1cccc(Oc2ccccc2)c1
    -4%, 5%, 5%, 691, 0%, -3, 1%, -3.9%, -5.2%, 2%

Reprinted from the results shown, 6 compounds:
Value order: LYP phosphatase, SIAH1 antagonists, P. falciparum M1AAP, Lipid droplet cells 6.5 µM, AID2073, Lipid droplet, M17LAP inhibition, ER stress rescue, XIAP antagonists, HEK293 NOD2/NF-kB
Nc1c(N=Nc2cccc(Cl)c2)c(=O)[nH]n1-c1ccccc1
    -6%, 5%, 2%, /, -2%, /, 3%, -1.6%, -1.6%, -23%
CC(=O)Nc1nc2cc3c(cc2s1)OCCO3
    1%, 2%, /, 724, 8%, -3, /, /, /, -60%
CSc1ccc(CNc2ncc(-c3cccc([N+](=O)[O-])c3)n2C)cc1
    -9%, 14%, /, 798, 2%, -5, /, /, /, 9%
CNC(=O)Nc1cccc(-c2ccnc(C)n2)c1
    5%, -1%, 1%, 744, 8%, -5, -4%, /, /, -3%
CC1CCc2sc(C(=O)OCC(=O)NCc3ccccc3)cc2C1 (stereo unspecified)
    -2%, -1%, 8%, 665, 10%, -25, 1%, -2.6%, -4.5%, 6%
O=C(Cn1c(C(F)(F)F)nc2ccccc21)NCCCN1CCOCC1
    -7%, 3%, 2%, 745, -7%, -12, -4%, 12%, -0.8%, 0%

Screening data: PubChem BioAssay, several laboratories
